Screens from PubChem BioAssay.
DRD3 agonist = qHTS of D3 Dopamine Receptor Agonist: qHTS; actives 0.58% (n = 410,000); D3R DiscoveRx beta-arrestin cells, luminescence, 90 min; D(3) dopamine receptor (Homo sapiens), P35462; AID 652048, 2013; max activation, %; in the data active = max activation above about 30%; note: 0% is about no effect; mostly tested at two doses, the higher about 12 µM
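Cells at 1500/well, incubated overnight, then treated with pinned compounds (dopamine as control) for 90 min at 37 degrees C. DiscoveRx reagent added for 30 - 60 minutes at room temperature; luminescence read.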
EPAC2 ag = qHTS for Agonist of cAMP-regulated guanine nucleotide exchange factor 4 (EPAC2): primary screen. EPAC2 activation, biochemical qHTS; response scale: 100% = 6.5 mM cAMP response. Potency, µM (doses to about 154 µM), inactives show top-dose activation, actives largely listed as activators. actives 0.079% (n = 360,000). AID 720711, 2013; note: potency is the fitted concentration of half-maximal effect; nearly all actives have a fitted effect of over 50% in size
Target sequence (Q8WZA2 whole entry, looked up): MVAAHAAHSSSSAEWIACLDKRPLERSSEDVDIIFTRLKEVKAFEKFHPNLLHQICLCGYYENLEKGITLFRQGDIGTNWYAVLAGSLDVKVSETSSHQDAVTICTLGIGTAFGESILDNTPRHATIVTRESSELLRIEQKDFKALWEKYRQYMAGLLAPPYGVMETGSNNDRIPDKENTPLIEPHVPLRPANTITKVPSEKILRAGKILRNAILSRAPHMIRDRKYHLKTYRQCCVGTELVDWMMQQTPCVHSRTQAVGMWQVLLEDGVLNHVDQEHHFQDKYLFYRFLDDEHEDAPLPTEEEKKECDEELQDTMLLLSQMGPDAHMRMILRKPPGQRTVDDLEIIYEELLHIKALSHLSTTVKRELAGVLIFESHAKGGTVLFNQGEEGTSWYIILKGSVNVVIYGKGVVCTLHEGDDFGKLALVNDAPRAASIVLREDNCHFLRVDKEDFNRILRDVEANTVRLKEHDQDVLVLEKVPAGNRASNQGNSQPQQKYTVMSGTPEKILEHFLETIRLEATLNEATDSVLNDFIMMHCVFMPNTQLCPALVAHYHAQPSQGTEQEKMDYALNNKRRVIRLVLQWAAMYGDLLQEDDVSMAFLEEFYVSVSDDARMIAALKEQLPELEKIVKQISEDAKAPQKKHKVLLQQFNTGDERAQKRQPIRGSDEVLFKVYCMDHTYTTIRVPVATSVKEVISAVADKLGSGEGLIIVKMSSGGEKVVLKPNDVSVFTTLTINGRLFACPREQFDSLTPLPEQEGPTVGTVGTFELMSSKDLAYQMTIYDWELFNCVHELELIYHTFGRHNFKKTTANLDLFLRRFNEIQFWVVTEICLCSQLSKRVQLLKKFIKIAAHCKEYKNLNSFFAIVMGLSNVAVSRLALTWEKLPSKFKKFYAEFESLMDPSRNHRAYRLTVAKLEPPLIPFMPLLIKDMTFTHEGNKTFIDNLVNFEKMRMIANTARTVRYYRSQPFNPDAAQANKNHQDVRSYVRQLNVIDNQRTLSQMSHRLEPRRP
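EPAC2 (100 nM) mixed with Rap1B loaded with BODIPY-GDP (250 nM) plus 50 uM unlabeled GDP; compounds pinned in, 5 min RT, then read every 5 min for 30 min (ex 480, em 540 nm). Normalized to cAMP control.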
aSyn yeast inh = qHTS of alpha-syn Inhibitors; Yeast expressing alpha-synuclein, growth rescue, BacTiter-Glo, 24 h; Potency, µM (series often up to 46.1 µM), for inactives: at the top dose growth rescue (activation), hits mostly activators; actives 0.14% (n = 370,000); AID 652106, 2013; note: potency is the fitted concentration of half-maximal effect; % of control where 0% means no effect; nearly all actives have a fitted effect of over 65% in size
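Readout is rescue of growth in alpha-synuclein-expressing yeast, so inhibitors of toxicity appear as activators. Growth after 24 hr at 30 deg C in galactose medium is quantified by luminescence.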
Abeta yeast res = qHTS for compounds that reverse cellular toxicity of Amyloid beta (A-beta) peptide in yeast: Primary Screen; actives 0.063% (n = 410,000); AID 1347071, 2019; yeast expressing A-beta42, growth rescue, OD600, 48 h; response scale: 0% DMSO, 100% iron-clioquinol control; Potency, µM (doses to about 46.1 µM), without a hit: top-dose growth rescue, most hits filed as activators; note: potency is the fitted concentration of half-maximal effect; nearly all actives have a fitted effect of over 55% in size
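Growth rescue measured by 600 nm absorbance after 48 h yeast culture at 30 C with compound. Values normalized between DMSO and an equimolar ferric chloride plus clioquinol control.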
TDP-43 yeast inh = qHTS of TDP-43 Inhibitors | TDP-43 expressing yeast growth rescue, BacTiter-Glo, 24 h | Potency, µM (series often up to 46.1 µM), for the others: top-dose growth rescue (activation), usual class: activators | actives 1.8% (n = 410,000) | AID 652104, 2013; note: potency is the fitted concentration of half-maximal effect; % of control where 0% means no effect; nearly all actives have a fitted effect of over 50% in size
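Luminescence from BacTiter-Glo reports growth of TDP-43-expressing yeast after 24 hr at 30 deg C with compound. Cells were raffinose-pregrown to mid-log, then seeded in galactose medium at OD600=0.02.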
EPAC2 antagonist = qHTS for Antagonist of cAMP-regulated guanine nucleotide exchange factor 2 (EPAC2): primary screen; EPAC2 GEF exchange of Rap1B-BODIPY-GDP, fluorescence; actives 0.18% (n = 360,000); Potency, µM (top dose mostly 114 µM), for inactives: top-dose activity, negative = inhibition, usual class: inhibitors; note: potency is the fitted concentration of half-maximal effect; % is set by controls: 0 for no effect and ±100 for the full control effect; nearly all actives have a fitted effect of over 45% in size; many of its hits are not listed in these tables
D3 antag = qHTS of D3 Dopamine Receptor Antagonist: qHTS. D(3) dopamine receptor (Homo sapiens), P35462. D3R cells, DiscoveRx beta-arrestin luminescence, antagonist mode; stronger effect = lower value. max response, negative = inhibition, %. actives 2.5% (n = 360,000). AID 652054, 2013; in the data active = max response below about -50%; inconclusive = no clear call, values can overlap the other calls; note: % is set by controls: 0 for no effect and ±100 for the full control effect; mostly tested at two doses, the higher about 12 µM
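Cells plated overnight at 1500 cells/well, then exposed to library compounds with dopamine controls for 90 minutes at 37 degrees C. DiscoveRx reagent added for 30–60 minutes at room temperature; luminescence read, quantitative HTS format.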
FUS yeast rescue = qHTS for Suppressors of FUS Proteinopathy: Primary screen using FUS-linked yeast assay; S. cerevisiae FUS-expressing, growth rescue, OD600, 24 h; Potency, µM (series often up to 76.6 µM), for inactives: top-dose growth rescue (activation), actives largely listed as activators; actives 0.24% (n = 390,000);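 note: potency is the fitted concentration of half-maximal effect; plate controls were DMSO vehicle for no effect and reference control for full effect; nearly all actives have a fitted effect of over 55% in size; some results filed as inactive show a strong effect at the top dose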
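S. cerevisiae expressing FUS from galactose induction served as the toxicity model. Growth after 24hr at 30C, read as absorbance at 600 nm, indicates suppression of toxicity; compounds dosed at several concentrations.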
* marks the source's active call; other numbers are inactive results; ? = inconclusive; / = no result given; [ ] = dose if it differs, or a comment. Unless noted, calls come from the whole dose curve; as a rule, active = well fitted curve in the direction sought with a large enough effect; inconclusive = small, poorly fitted or top-dose-only effect, or another doubt; inactive = no such curve, though single readings can be large; an effect the other way counts as inactive or inconclusive. Not all compounds are listed; rates above refer to the full screens.

SMILES	DRD3 agonist	EPAC2 ag	aSyn yeast inh	Abeta yeast res	TDP-43 yeast inh	EPAC2 antagonist	D3 antag	FUS yeast rescue
CCCCCNC(=O)C(c1ccccc1)n1c(=O)c(-c2cc3ccccc3[nH]2)nc2ccccc21 (stereo not given)	3	8%	30%	10%	29%	?	27	?
CCOc1ccccc1NC(=S)N1CCN(c2ccccc2)CC1	-1	10%	3%	?	24%	-20%	4	28%
Cc1cccc(N2CCN(C(=O)c3cc4c(=O)[nH]c5ccc(C)cc5c4s3)CC2C)c1 (stereo not given)	-6	/	/	-17%	-6%	/	/	23%
CNc1ccccc1-c1nc2ccccc2n(C)c1=O	-2	-7%	-2%	7%	8%	8%	0	1%
O=C(CN1CCN(c2ccccn2)CC1)Nc1ccc(F)cc1	4	-2%	7%	1%	-4%	5%	?	3%
O=C1c2ccccc2NC(c2ccc(Cl)cc2Cl)N1O (stereo not given)	3	0%	9%	-44%[inhibitor]	-36%[inhibitor]	0%	-12	12%
COc1ccccc1C(=O)Nc1ccc(Br)c2cccnc12	1	6%	8%	-5%	14%	-5%	0	-22%
CC1CC(C)(C)CC2(C1)NC(=O)N(CC(=O)N1CCN(S(=O)(=O)c3cccs3)CC1)C2=O (stereo not given)	0	-9%	1%	-12%	-2%	-4%	-12	?
CC(=O)c1ccc(NC(=O)Cn2cnc(S(=O)(=O)N3CCCC3)c2)cc1	-1	13%	-3%	-4%	-1%	1%	9	-21%
O=C1CCCN1c1ccc(S(=O)(=O)Oc2cccc(Cl)c2)cc1[N+](=O)[O-]	1	17%	15%	19%	?	-19%	-2	-11%
CC(C)N(C)c1ncnc2c1ncn2[C@H]1CN(Cc2ccncc2)C[C@@H](CO)O1	1	4%	-2%	9%	28%	-2%	23	-10%
Cc1cn([C@H]2C[C@H](O)[C@@H](CNC(=O)[C@H](N)Cc3cccnc3)O2)c(=O)[nH]c1=O	4	-4%	1%	1%	4%	-1%	23	-22%
Cn1cccc1C(=O)OCC(=O)NCCCc1ccccc1	5	2%	8%	2%	27%	4%	-3	17%
COc1ccc(N2CCN(CC(=O)Nc3nc4c(s3)CC(C)CC4)CC2)cc1 (stereo not given)	0	7%	5%	3%	?	-5%	13	20%
CCCCn1c(SCC(=O)Nc2cc(C(F)(F)F)cc(C(F)(F)F)c2)nnc1C(CC)N(C)C (stereo not given)	5	-19%	0%	10%	-5%	-25%	-4	34%
Cc1nn(CC(=O)c2ccc3c(c2)OCCO3)c(=O)c(C#N)c1C	3	-3%	3%	2%	2%	?	-5	4%
Cc1cc(C(=O)NN=C2CCCCCC2)c(C)o1	7	10%	-6%	8%	-16%	1%	-3	-10%
CCOc1ccc(C(C)(C)C)cc1S(=O)(=O)Nc1ccncc1	-1	1%	1%	13%	10%	-2%	3	-19%
Cc1cn2c(=O)cc(COC(=O)c3ccccc3F)nc2s1	9	/	/	-7%	18%	/	/	14%
CC1=C(C(=O)Nc2cccc(C(F)(F)F)c2)C2(CCN(C(C)C)CC2)OC1=O	-19	/	/	-29%	-29%	/	/	2%
O=C(COc1ccccc1[N+](=O)[O-])Nc1cccc(S(=O)(=O)N2CCCC2)c1	2	4%	3%	-2%	25%	3%	42	17%
Cc1ccc(NC(=O)c2c([N+](=O)[O-])c(C(C)(C)C)nn2C)c(C)c1	4	-1%	-1%	-16%	?	11%	-5	11%
CC(C)c1ccc(NC(=O)C2(C)Cc3c(-c4ccc(C(N)=O)cc4)ccnc3O2)cc1 (stereo not given)	-18	14%	?	-1%	9%	-7%	-54*	?
C/C(=N\NC(=O)c1ccncc1)c1cccc(NC(=O)c2ccc(Cl)s2)c1	1	4%	1%	17%	?	-14%	3	-15%

Arranged by length of the SMILES (rising): 6 of the compounds above
SMILES	DRD3 agonist	EPAC2 ag	aSyn yeast inh	Abeta yeast res	TDP-43 yeast inh	EPAC2 antagonist	D3 antag	FUS yeast rescue
Cn1cccc1C(=O)OCC(=O)NCCCc1ccccc1	5	2%	8%	2%	27%	4%	-3	17%
Cc1cn2c(=O)cc(COC(=O)c3ccccc3F)nc2s1	9	/	/	-7%	18%	/	/	14%
C/C(=N\NC(=O)c1ccncc1)c1cccc(NC(=O)c2ccc(Cl)s2)c1	1	4%	1%	17%	?	-14%	3	-15%
O=C(COc1ccccc1[N+](=O)[O-])Nc1cccc(S(=O)(=O)N2CCCC2)c1	2	4%	3%	-2%	25%	3%	42	17%
CC(C)c1ccc(NC(=O)C2(C)Cc3c(-c4ccc(C(N)=O)cc4)ccnc3O2)cc1 (stereo not given)	-18	14%	?	-1%	9%	-7%	-54*	?
CCCCn1c(SCC(=O)Nc2cc(C(F)(F)F)cc(C(F)(F)F)c2)nnc1C(CC)N(C)C (stereo not given)	5	-19%	0%	10%	-5%	-25%	-4	34%

(next part)
SMILES	DRD3 agonist	EPAC2 ag	aSyn yeast inh	Abeta yeast res	TDP-43 yeast inh	EPAC2 antagonist	D3 antag	FUS yeast rescue
CCOC(=O)C1=C(C)NC(C)=C(C(=O)OCC)C1C(=O)OCC(=O)NCc1ccccc1OC	-6	-4%	-3%	15%	7%	-7%	5	33%
NC(=O)c1ccc(NC(=O)CCCN2C(=O)c3ccccc3C2=O)cc1	3	2%	-5%	3%	19%	8%	11	0%
Cc1c(C#N)c(N)nc2c3c(sc12)NC(=O)CC3c1ccc(Cl)cc1 (stereo not given)	3	-10%	-3%	19%	-5%	-2%	2	/
CCOc1ccc(S(=O)(=O)N2CCC(C(=O)OC(C)C(=O)N(C)C3CCCCC3)CC2)cc1 (stereo not given)	1	4%	-5%	9%	21%	1%	-10	20%
CCc1cnc(Nc2nc(C(N)Cc3ccc(Cl)cc3)cs2)nc1 (stereo not given)	4	12%	-23%	-2%	6%	-1%	11	15%
O=C(Cn1c(SCc2cccc(F)c2)nc2ccncc21)Nc1ccc(Cl)cc1F	-16	/	/	-11%	15%	/	/	32%
COc1ccc2[nH]c(=O)c(CN(CCN(C)C)C(=O)NCc3ccccc3)cc2c1	-8	5%	3%	1%	13%	7%	-21	1%
CCC(C(=O)OCC(=O)c1ccc2c(c1)NC(=O)CO2)c1ccccc1 (stereo not given)	2	13%	-5%	13%	4%	?	-13	5%
CCC(=O)Nc1ccccc1-c1nc2ccccc2n(CC(=O)c2ccc(Br)cc2)c1=O	1	/	/	-3%	8%	/	/	-19%
COc1ccc(Nc2ncc3c(n2)CCN(Cc2cccc(F)c2F)C3)c(OC)c1	0	/	/	2%	11%	/	/	3%
COc1ccc(C2=Nc3ccccc3N(C(=O)c3ccc(C(F)(F)F)cc3)C2C(=O)Nc2c(C)cccc2C)cc1 (stereo not given)	7	-9%	5%	1%	20%	0%	2	31%
CS(=O)(=O)Nc1nnc(SCC(=O)N(c2ccccc2)c2ccccc2)s1	-3	2%	9%	11%	16%	-2%	-8	-7%

Among those listed so far, these have an NH in an aromatic ring:
SMILES	DRD3 agonist	EPAC2 ag	aSyn yeast inh	Abeta yeast res	TDP-43 yeast inh	EPAC2 antagonist	D3 antag	FUS yeast rescue
CCCCCNC(=O)C(c1ccccc1)n1c(=O)c(-c2cc3ccccc3[nH]2)nc2ccccc21 (stereo not given)	3	8%	30%	10%	29%	?	27	?
Cc1cccc(N2CCN(C(=O)c3cc4c(=O)[nH]c5ccc(C)cc5c4s3)CC2C)c1 (stereo not given)	-6	/	/	-17%	-6%	/	/	23%
Cc1cn([C@H]2C[C@H](O)[C@@H](CNC(=O)[C@H](N)Cc3cccnc3)O2)c(=O)[nH]c1=O	4	-4%	1%	1%	4%	-1%	23	-22%
COc1ccc2[nH]c(=O)c(CN(CCN(C)C)C(=O)NCc3ccccc3)cc2c1	-8	5%	3%	1%	13%	7%	-21	1%

Next section:
SMILES	DRD3 agonist	EPAC2 ag	aSyn yeast inh	Abeta yeast res	TDP-43 yeast inh	EPAC2 antagonist	D3 antag	FUS yeast rescue
O=C(c1ccccc1-c1ccccc1)N1CCOCC1	-3	-1%	-4%	-3%	12%	10%	3	-1%
CCCNC(=O)c1cc2c(c(-c3cccc(-c4ccccc4F)c3)n1)[C@@H](CCO)N(C(=O)CC1CC1)C2	-12	15%	0%	0%	14µM*	-17%	0	?
Cc1ccccc1NC(=O)C(C)SCc1ccccc1 (stereo not given)	-1	4%	9%	11%	15%	0%	-18	-5%
COc1cccc(/C=C/C(=O)Nc2ccc3c(c2)OCCO3)c1	1	19%	-7%	-37%[inhibitor]	1%	-9%	-7	10%
CCOC(=O)c1c(NC(=O)C2C3C=CC(C3)C2C(=O)O)sc2c1CCCC2 (stereo not given)	-4	-1%	-1%	-10%	-12%	22%	-16	9%
CC(C)(C)NC(=O)c1cc(-c2ccc3c(c2)OCO3)nc2ccccc12	3	6%	-6%	13%	17%	-3%	19	29%
CNCc1ccccc1Sc1ccc(OC)cc1	-3	10%	3%	11%	-7%	7%	?	-3%
COc1cccc(C(=O)Nc2cccc(-c3nnc(-c4ccco4)o3)c2)c1	4	3%	-6%	3%	-12%	-4%	26	-17%
CC(=O)c1ccc(NC(=O)CCc2c(C)nn(-c3ccc(N4CCCCC4)nn3)c2C)cc1	-4	/	/	-14%	10%	/	/	26%
CCCCn1c(N)c(N(CCOC)C(=O)C2CCN(C(=O)c3ccccc3C)CC2)c(=O)[nH]c1=O	3	-2%	2%	3%	-18%	10%	0	8%
CNC(=O)NNC(=O)c1csc(Cc2c(Cl)sc3ccc(Cl)cc23)n1	1	2%	5%	13%	12%	5%	8	-6%
O=C(O)c1ccnc(C(=O)O)c1	-21	2%	-14%	-4%	-19%	7%	?	16%
CC(Sc1nc2ncc(Cl)cc2[nH]1)C(=O)Nc1ccc(C(N)=O)cc1 (stereo not given)	4	-1%	0%	1%	-20%	12%	0	9%
